# Assay outcomes (PubChem)
# HEK293 NFkB inh – lowers PMA/ionomycin-induced NF-kB signal in HEK293 cells | HEK-293 NF-kB luciferase reporter, luminescence | inhibition, % at 3 µM | 0.21% of 62,000 active;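 active = inhibition above the mean of all tested compounds plus 3 SD, cut at about 40% in these data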;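 note: 0% = stimulated DMSO wells and 100% = 10 µM reference inhibitor 5653914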
#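 Material: HEK-293 cells with stable firefly luciferase reporter driven by four HIV NF-kB elements / Also added: PMA plus ionomycin mix as NF-kB-activating stimulus / Compound dosing: 3 µM once, 0.30% DMSO / Times: 1 h pretreatment, 16 h stimulation, 37 °C / Signal: luminescence / Evaluation: per-plate % inhibition versus controls / Benchmarks: DMSO and 10 µM reference inhibitor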
# M1 agonist – M1 muscarinic receptor agonism | CHO-M1 cells, Fluo-4 calcium fluorescence, agonist mode; stronger effect = higher value | B-score at 10 µM | 3% of 64,000 active | AID 626;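 active = fluorescence rise, raw or as B-score row- and column-corrected plate score, outside the 99.7% band of its plate's samples, either direction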
# Jurkat viability – cytotoxic compounds reducing Jurkat cell viability; inhibition, % at 4 µM; 1.2% of 56,000 active; Jurkat E6.1 viability, ATP luminescence, 48 h;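 active = inhibition above the mean inhibition of all tested compounds plus 3 SD, cut at about 28% in these data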
# M1 antagonist – blocks the rat M1 muscarinic receptor response to acetylcholine. P08482. CHO-M1 cells, Fluo-4 calcium, ACh EC80 antagonist mode; stronger effect = lower value. B-score at 10 µM. 3.4% of 64,000 active. AID 628;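 active = calcium fluorescence response, raw or row-and-column corrected B-score, differing from the plate sample mean either way at a set confidence level, mostly lower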
# Ec RNAP inh – blocks E. coli RNA polymerase transcription; inhibition, %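 (tested at 10 µM)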; fluorescence transcription assay; P0A8V2; 0.2% of 62,000 active; in the data active = inhibition above about 20%;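 note: 0% = enzyme without compound and 100% = no enzyme blank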
# S1P1 ag pot – S1P1 (human) agonism or agonism potentiation; P21453; S1P1 CRE-bla cells, forskolin, beta-lactamase FRET, potentiator mode; S1P1 agonist co-added at EC20, 2 nM; 100% = saturating reference agonist, 0% = basal; activation, % at 9.5 µM; 0.57% of 56,000 active;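 active = activation above a cutoff set at the mean activation of all tested compounds plus 3 SD, cut at about 54% in these data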;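 note: forskolin at 4 µM as EC80 and the EC20 agonist is SEW2871; 100% = SEW2871 at its EC100 plus forskolin at EC80; some compounds past the cut are filed as inactive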
# Target sequence (P21453 whole entry, looked up): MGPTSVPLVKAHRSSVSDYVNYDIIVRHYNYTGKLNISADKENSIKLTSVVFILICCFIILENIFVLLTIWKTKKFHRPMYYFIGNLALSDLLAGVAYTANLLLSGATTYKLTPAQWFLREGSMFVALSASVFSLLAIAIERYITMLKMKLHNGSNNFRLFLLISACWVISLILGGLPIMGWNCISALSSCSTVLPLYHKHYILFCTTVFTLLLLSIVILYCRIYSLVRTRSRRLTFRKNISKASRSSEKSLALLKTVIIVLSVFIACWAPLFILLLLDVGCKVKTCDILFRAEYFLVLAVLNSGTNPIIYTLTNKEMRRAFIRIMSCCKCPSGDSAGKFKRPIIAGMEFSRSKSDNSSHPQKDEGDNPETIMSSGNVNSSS
# S1P3 ag – agonists of human S1P3 receptor. Q99500. S1P3 NFAT-BLA reporter cells, agonism, FRET ratio; relative to 1 µM S1P, basal subtracted. activation, % at 4.5 µM. 0.1% of 60,000 active. AID 373;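 active = activation above the screen-wide mean plus 3 SD, cut at about 4.5% in these data, passing the limit was not always enough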; note: some compounds called inactive have numbers as strong as hits
# Target sequence (Q99500 whole entry, looked up): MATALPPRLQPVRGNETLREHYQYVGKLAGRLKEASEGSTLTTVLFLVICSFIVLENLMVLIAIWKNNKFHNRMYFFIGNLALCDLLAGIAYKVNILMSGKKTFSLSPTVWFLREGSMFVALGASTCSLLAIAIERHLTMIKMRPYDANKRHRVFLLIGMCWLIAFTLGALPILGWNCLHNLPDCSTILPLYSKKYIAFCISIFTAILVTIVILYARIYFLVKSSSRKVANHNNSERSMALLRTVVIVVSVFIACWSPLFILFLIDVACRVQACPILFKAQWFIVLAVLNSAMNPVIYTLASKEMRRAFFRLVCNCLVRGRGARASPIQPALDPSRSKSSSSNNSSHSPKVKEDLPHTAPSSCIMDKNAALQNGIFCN
#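 Material: Human S1P3 NFAT-BLA reporter CHO cells | Incubation: Overnight plating, 4 h compound 37 °C, 2 h substrate RT | Signal: FRET β-lactamase substrate fluorescence, excitation 405 nm, 460/535 nm emission ratio, background-subtracted | Compound: 4.5 µM final, single dose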
# D1 allo mod – allosterically modulates the human D1 dopamine receptor; 5.9% of 58,000 active; HEK293 D1, CRE-luciferase, dopamine EC30 potentiation; actives deviate in either direction; B-score at 10 µM;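 active = luminescence count or its row- and column-corrected plate score outside the 99.7% band of the plate's sample wells, on either side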
# TNAP act DEA – activates human TNAP at intermediate phosphate acceptor concentration; P05186; purified TNAP, CDP-star luminescence, 100 mM DEA, 30 min; stronger effect = higher value; scale: 0 levamisole-inhibited, 1 vehicle-only enzyme; activation factor at 20 µM; 64,000 tested, under 10 active; AID 813;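 active = activation factor of at least 2 at 20 µM, relative to controls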
# Starred values were filed as active, the others as inactive; . = no result given.
SMILES,HEK293 NFkB inh,M1 agonist,Jurkat viability,M1 antagonist,Ec RNAP inh,S1P1 ag pot,S1P3 ag,D1 allo mod,TNAP act DEA
CC1=[N+]([O-])C(C)(C)C(C)N(O)C1=O (configuration not stated),4.3,-0.4,-2.5,-0.474,8.4,-9.8,-0.1,0.555,0.9
CN(CC(=O)N1CCCc2c1c(=O)oc1ccc(O)cc21)Cc1ccccc1,11.5,0.74,10.3,-6.46*,-3.5,-7.7,0.5,-1.18,0.9
COC(=O)c1ccccc1NC(=O)CN1CCC(n2nnc3cc(F)ccc32)CC1,6.7,0.0976,2.9,-4.62*,7.0,-12.9,0.1,.,0.9
CCC(CC)C(=O)NCCc1cc2cc(C)c(C)cc2[nH]c1=O,8.6,0.476,-5.2,1.03,3.9,-10.5,0.3,-0.042,0.9
O=C(Nc1ccc(F)cc1)N1CCN(c2nc3ccccc3s2)CC1,26.3,-0.14,10.5,-0.226,-4.2,22.5,-1.5,0.263,1
COc1cc2nc(NC(=O)c3ccc(Cl)cc3)[nH]c(=O)c2cc1OC,1.2,0.0955,-8.4,0.0239,11.2,-0.1,-0.1,-0.396,1
OCC(C#CCN1CCCCC1)NCc1ccccc1 (configuration not stated),11.5,-0.188,5.6,-0.453,6.0,18.0,-1.0,-0.155,1
O=C(CSc1nnc(-c2cccnc2)n1Cc1ccco1)c1ccc(Br)cc1,16.4,-0.051,-1.4,-0.0567,13.2,0.7,-0.4,-0.126,1
CC(C)(C)C(=O)Oc1cc(N)n(S(=O)(=O)c2ccc(F)cc2)n1,0.8,-0.864,-2.4,-0.257,4.9,-0.9,-0.7,-0.206,1
Cc1ccc2cc(CN(CCO)Cc3nnnn3Cc3ccc(F)cc3)c(=O)[nH]c2c1,-6.5,-0.452,0.0,1.04,7.9,-0.6,1.3,-0.576,0.9
O=C(NCc1ccco1)c1c(O)c2cccc3c2n(c1=O)CCC3,2.1,0.581,-3.1,0.202,7.4,-0.3,-1.0,0.34,0.9
Cc1cc2ncn(C3CC(=O)N(Cc4ccc(N5CCCC5=O)cc4)C3=O)c2cc1C (configuration not stated),15.4,-0.435,-1.2,-0.716,-0.9,7.2,-1.1,-0.467,1
CCCCOc1ccc(-c2nc(-c3cccnc3)no2)cc1,-21.3,0.457,-1.4,0.787,.,.,-1.0,-0.47,0.8
COc1ccccc1N(CC(=O)N1CCCCCC1)S(C)(=O)=O,.,-0.0043,.,0.2,3.3,.,.,-0.00361,0.9
COc1ccc(CCNc2nc(C)nc3c2oc2ccccc23)cc1OC,21.0,17.6*,.,-2.31*,5.0,.,.,.,1
CCOc1ccc(-c2noc(CCC(=O)O)n2)cc1,36.7,-0.664,0.2,-0.866*,0.5,23.6,0.2,.,1
O=C(c1ccc(N2CCCC2=O)cc1)N1CCCCCC1,16.1,-0.00568,3.6,0.466,-5.7,-23.0,-0.7,0.123,1
COc1ccc(Cl)cc1NC(=O)c1cccnc1,7.1,0.276,-2.4,0.00031,6.7,-6.7,-1.5,0.0549,0.8
CCCc1nnc(NC(=O)Nc2ccccc2OC)s1,.,-1.66,.,-1.06,-10.0,10.1,-2.6,.,1
CCC(=O)N1CCc2cc(OC)c(OC)cc2C1COc1ccc(C(=O)OC)cc1 (configuration not stated),15.4,0.478,.,-0.00604,5.1,.,.,15*,0.9

# Copied from the listing, 11 compounds:
SMILES,HEK293 NFkB inh,M1 agonist,Jurkat viability,M1 antagonist,Ec RNAP inh,S1P1 ag pot,S1P3 ag,D1 allo mod,TNAP act DEA
COC(=O)c1ccccc1NC(=O)CN1CCC(n2nnc3cc(F)ccc32)CC1,6.7,0.0976,2.9,-4.62*,7.0,-12.9,0.1,.,0.9
CCC(CC)C(=O)NCCc1cc2cc(C)c(C)cc2[nH]c1=O,8.6,0.476,-5.2,1.03,3.9,-10.5,0.3,-0.042,0.9
O=C(Nc1ccc(F)cc1)N1CCN(c2nc3ccccc3s2)CC1,26.3,-0.14,10.5,-0.226,-4.2,22.5,-1.5,0.263,1
COc1cc2nc(NC(=O)c3ccc(Cl)cc3)[nH]c(=O)c2cc1OC,1.2,0.0955,-8.4,0.0239,11.2,-0.1,-0.1,-0.396,1
OCC(C#CCN1CCCCC1)NCc1ccccc1 (configuration not stated),11.5,-0.188,5.6,-0.453,6.0,18.0,-1.0,-0.155,1
O=C(CSc1nnc(-c2cccnc2)n1Cc1ccco1)c1ccc(Br)cc1,16.4,-0.051,-1.4,-0.0567,13.2,0.7,-0.4,-0.126,1
CC(C)(C)C(=O)Oc1cc(N)n(S(=O)(=O)c2ccc(F)cc2)n1,0.8,-0.864,-2.4,-0.257,4.9,-0.9,-0.7,-0.206,1
Cc1ccc2cc(CN(CCO)Cc3nnnn3Cc3ccc(F)cc3)c(=O)[nH]c2c1,-6.5,-0.452,0.0,1.04,7.9,-0.6,1.3,-0.576,0.9
O=C(NCc1ccco1)c1c(O)c2cccc3c2n(c1=O)CCC3,2.1,0.581,-3.1,0.202,7.4,-0.3,-1.0,0.34,0.9
Cc1cc2ncn(C3CC(=O)N(Cc4ccc(N5CCCC5=O)cc4)C3=O)c2cc1C (configuration not stated),15.4,-0.435,-1.2,-0.716,-0.9,7.2,-1.1,-0.467,1
CCCCOc1ccc(-c2nc(-c3cccnc3)no2)cc1,-21.3,0.457,-1.4,0.787,.,.,-1.0,-0.47,0.8

# (continued)
SMILES,HEK293 NFkB inh,M1 agonist,Jurkat viability,M1 antagonist,Ec RNAP inh,S1P1 ag pot,S1P3 ag,D1 allo mod,TNAP act DEA
O=C(Nc1ccccc1)NC1CCN(Cc2nnnn2C2CCCCC2)CC1,4.9,0.184,-5.4,-0.608,9.2,12.1,0.3,0.446,1
Cn1c(NC(=O)c2ccccc2C(F)(F)F)cc(=O)n(C)c1=O,18.6,0.213,-2.0,0.624,5.0,-5.2,-0.8,0.161,1
O=S(=O)(NCc1cn2ccccc2n1)c1cc(F)ccc1F,-0.3,0.642,2.9,0.452,3.7,-25.5,-0.3,-1.33,1
COc1cccc(-c2nnc(NC(=O)c3ccc(S(=O)(=O)N4CC(C)OC(C)C4)cc3)o2)c1 (configuration not stated),28.7,1.05,4.0,0.255,1.0,12.9,-0.4,2.83*,1
Cc1nn(Cc2nc(-c3cccs3)no2)c(C)c1Br,5.4,0.646,2.8,0.703,2.7,13.4,1.1,.,0.9
NC(=O)C1(N2CCCCC2)CCN(C(=O)c2ccccc2)CC1,0.9,0.555,0.0,0.505,-1.1,-22.6,-0.8,0.0814,1
CCOC(=O)CNC(=O)c1cn(C)c(=O)c2cc(OC)c(OC)cc12,10.8,0.0424,.,-0.605,7.9,.,.,.,0.9
CCOC(=O)CSc1nc(C)cc(=O)[nH]1,17.4,-1.14,-4.1,-0.103,6.5,9.5,-0.5,-0.521,0.9
CCOC(=O)N1CCN(C(=O)c2ccc3c(c2)sc2nc(-c4ccc(OC)cc4)cn23)CC1,6.6,.,-3.2,.,2.1,13.7,-0.4,.,0.9
Cn1c(SCC(=O)N2CCCCC2)nnc1-c1ccc(S(=O)(=O)N2CCOCC2)cc1,1.0,0.155,2.8,-0.198,2.6,-8.7,-1.5,0.413,0.9
CCOc1ccc(OCC)c(NC(=O)CN2CCC(NC(=O)c3cccc(F)c3)CC2)c1,4.5,2.76,.,-0.104,6.6,.,.,-1.21,0.9
Cc1cc(N(C)C)c(C#N)c(NCc2ccccc2)n1,-10.7,1.3,2.5,0.686,3.9,-42.7,0.8,0.997,0.8
Cc1cc(SCC(N)=O)nc(SCC(=O)c2ccccc2)n1,7.5,-0.727,8.5,-0.0454,5.1,2.7,-1.6,0.665,0.9
O=C1CCC(=O)N1CN(C(=O)c1ccco1)c1ccc(Cl)c(Cl)c1,.,-0.542,.,0.144,7.3,0.1,1.0,1.48,0.9
C=CCN(C(=O)CNS(=O)(=O)c1ccccc1)C(C(=O)NCCOC)c1ccncc1 (configuration not stated),11.6,-0.55,5.5,0.638,2.8,-1.7,-0.4,0.817,0.9
O=C(c1cccc(S(=O)(=O)N2CCCCC2)c1)N1CCCCC1,4.0,-1.15,-1.5,0.367,8.3,-11.5,-1.3,0.121,0.9
O=C(Cc1cccs1)N1CCC(c2nc3c(nnn3Cc3ccc(F)cc3)c(=O)[nH]2)CC1,14.9,0.00695,9.0,-0.536,9.0,-53.9,0.0,-0.112,0.9
COc1cc(CN2CC(C)OC(C)C2)cc(OC)c1 (configuration not stated),-1.5,-0.684,-2.7,0.0165,5.7,-16.4,-2.1,.,0.9
O=C(NCC(F)(F)F)Nc1cccnc1,9.8,-0.00804,1.4,0.075,3.8,0.8,-0.6,0.00821,0.9
COc1ccc(NC(=O)Cn2nnc(C(N)=O)c2N)c(OC)c1,13.8,-0.363,-6.6,0.153,-6.5,25.7,-1.2,-0.0754,1
COc1ccc(NC(=O)CSc2nnc(-c3ccccc3C)n2N)cc1,13.9,0.245,.,0.668,7.0,.,.,.,0.7
Cc1cc(NC(=O)CSc2nnc(-c3cccnc3)n2C)no1,-3.3,-0.299,-3.0,-0.0661,0.8,2.2,0.1,1.06,0.9
Fc1cnc(N2CCOCC2)nc1N1CCc2ccccc21,4.1,0.476,-4.5,1.41,11.4,.,0.3,2.15,0.9
CCc1nc(N)c(C#N)c(-c2ccc(OC)c(OC)c2)c1C,13.6,-0.00216,2.3,0.0845,11.3,-8.9,-0.6,6.72*,0.9
O=C1CC(C(=O)Nc2ccc(C(=O)N3CCOCC3)cc2)C2(CCCCC2)O1 (configuration not stated),4.9,-1.57,4.2,-0.357,7.6,-27.9,-0.6,-0.112,0.9
CCCCn1cnc2c1c(=O)n(CC(=O)c1cc(C)n(C)c1C)c(=O)n2CC(C)C,2.3,-0.33,-0.6,-0.346,1.5,3.4,-0.8,-0.512,0.9
COc1cccc(C2CC(c3ccccc3Cl)Nc3ncnn32)c1 (configuration not stated),12.5,-0.0554,-2.5,0.233,.,-2.7,-0.5,1.89,.
COC(=O)c1ccc(S(=O)(=O)c2ccc(C(=O)OC)s2)s1,13.5,-0.614,-1.6,0.178,-2.9,1.7,-2.3,.,1
O=C1c2ccccc2C(=O)N1CCSc1nnc(-c2ccco2)n1Cc1ccccc1,-0.4,-0.253,-6.2,0.95,4.8,-3.1,-0.4,0.0208,0.9
COc1cccc(N2C(=O)CC(N3CCC(C(N)=O)(N4CCCCC4)CC3)C2=O)c1 (configuration not stated),-3.5,-0.143,5.8,0.00282,-1.6,-15.6,-1.0,-0.117,1
C=CCNc1sc(C(=O)C2CC2)c(N)c1C#N,.,0.314,.,0.477,2.9,-34.3,-4.3,18.8*,0.9
CC(=O)c1cccc(NC(=O)c2cc(C(C)C)on2)c1,-21.3,-0.373,-3.6,0.5,-5.7,10.4,-1.1,-0.297,1

# The order is random, and some 12% of all compounds hit somewhere here.
